Source: PubChem (The Scripps Research Institute Molecular Screening Center)
M1 PAM parental – M1 PAM counterscreen hit in parental CHO-K1 cells; ATP EC20, Fluo-8 calcium fluorescence; 0% at ATP EC20, 100% at ATP max; activation, % at 3 µM; 360,000 tested, 0.02% active;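 active means activation above the run cutoff, the mean activation of all test compounds plus 3 SD, cut at about 40% in these data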;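 further: peak over basal fluorescence ratio in a 140 s read after ATP addition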
TAAR1 antagonist – human TAAR1 antagonism. Q96RJ0. CHO RD-HGA16 TAAR1, Fluo-8 calcium fluorescence, antagonist. inhibition, % at 3 µM. 360,000 tested, 1.5% active. AID 624466;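 active means inhibition above a per-plate cutoff, the mean inhibition of test compounds on that plate plus 3 SD, cut at about 49% in these data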;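 further: 0% = DMSO plus EC80 beta-PEA response and 100% = DMSO alone without agonist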
Target sequence (Q96RJ0 whole entry, looked up): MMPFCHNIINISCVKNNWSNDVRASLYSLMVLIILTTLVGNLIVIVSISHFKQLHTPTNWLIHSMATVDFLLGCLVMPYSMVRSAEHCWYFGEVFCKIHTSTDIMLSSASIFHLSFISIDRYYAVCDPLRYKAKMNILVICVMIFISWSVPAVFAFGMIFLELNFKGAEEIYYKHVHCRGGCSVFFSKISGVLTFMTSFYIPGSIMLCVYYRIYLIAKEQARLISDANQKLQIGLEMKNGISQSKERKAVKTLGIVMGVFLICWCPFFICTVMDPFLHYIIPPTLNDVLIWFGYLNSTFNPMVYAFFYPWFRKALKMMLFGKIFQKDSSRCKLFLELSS
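Assay system: RD-HGA16 CHO cells with stable hTAAR1 and Gα16 / Reagent: EC80 β-phenethylamine stimulus / Doses: 3 µM, single point / Timing: dye loading 75 min at 37 °C, then 30 min room temperature / Measured by: Fluo-8 intracellular calcium dye fluorescence, real-time kinetic reads / Controls: vehicle wells and EC80 agonist wells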
CHO-K1 Ca ag – M1 agonist counterscreen hit in parental CHO-K1 cells. 360,000 tested, 0.48% active. activation, % at 3 µM. AID 602248. Fluo-8 calcium fluorescence; scaled to maximal ATP response, vehicle zero; in the data active means activation above about 15%;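 further: untransfected CHO-K1 host cells lacking M1 receptor as counterscreen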
TAAR1 agonist – human TAAR1 agonism | CHO RD-HGA16 TAAR1, Fluo-8 calcium fluorescence; vehicle wells 0%, saturating PEA agonist 100% | Q96RJ0 | 360,000 tested, 0.99% active | AID 624467 | activation, % at 3 µM;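 active means activation above the mean activation of all test compounds in the run plus 3 SD, cut at about 38% in these data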
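Test system: RD-HGA16 (CHO) cells co-expressing Gα16 and hTAAR1; dosing: one-point dosing at 3 µM (nominal); timing: 17-24 h seeding, 75 min 37 °C dye, 30 min RT; signal: kinetic Fluo-8 calcium fluorescence; read-out basis: % activation relative to PEA EC100 response; controls: DMSO and PEA EC100; replicates: n 1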
M1 antag – blocks human M1 muscarinic receptor | CHO-K1 hM1, Fluo-8 calcium fluorescence, ACh EC80 antagonist | 360,000 tested, 1.3% active | P11229 | inhibition, % at 3 µM;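 active means percent inhibition above its own plate's cutoff, namely the mean of that plate's compound wells plus 3 SD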;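 further: peak over basal fluorescence ratio during 140 s after agonist addition; 0% = ACh EC80 plus DMSO and 100% = DMSO alone without agonist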
Target sequence (P11229 whole entry, looked up): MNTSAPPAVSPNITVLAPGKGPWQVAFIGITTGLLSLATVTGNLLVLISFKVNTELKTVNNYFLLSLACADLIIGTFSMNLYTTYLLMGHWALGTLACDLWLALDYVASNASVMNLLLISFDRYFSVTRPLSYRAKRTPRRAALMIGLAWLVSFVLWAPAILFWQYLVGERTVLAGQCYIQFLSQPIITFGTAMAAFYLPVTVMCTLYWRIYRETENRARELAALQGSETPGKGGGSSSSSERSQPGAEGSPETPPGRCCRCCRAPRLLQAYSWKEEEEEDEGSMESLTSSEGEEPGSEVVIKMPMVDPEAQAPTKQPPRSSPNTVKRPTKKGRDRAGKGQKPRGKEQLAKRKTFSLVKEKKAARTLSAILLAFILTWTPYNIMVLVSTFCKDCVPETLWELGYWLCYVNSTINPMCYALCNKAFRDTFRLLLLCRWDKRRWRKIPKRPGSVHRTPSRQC
CHO-K1 Ca antag – counter-screen for M1 antagonists: effect in parental CHO-K1 cells; ATP-induced calcium, Fluo-8 fluorescence; 360,000 tested, 0.6% active; inhibition, % at 3 µM;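 active means inhibition above a per-plate cutoff, the plate's mean sample inhibition plus 3 SD, cut at about 24% in these data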;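 further: 0% = DMSO plus EC80 ATP and 100% = DMSO alone without ATP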
CHO parental Ca – counter-screen: ATP calcium response change in parental CHO cells; parental CHO-K1, ATP-induced calcium, Fluo-8 fluorescence; inhibition, % at 5.6 µM; 330,000 tested, 0.63% active; AID 463079;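 active means inhibition above that plate's mean sample inhibition plus 3 SD, cut at about 26% in these data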;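 further: 0% = ATP-challenged DMSO wells and 100% = DMSO wells without ATP; some compounds past the cut are filed as inactive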
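Test system: parental CHO cells; detection: calcium-sensitive Fluo-8 fluorescence; evaluation: percent inhibition of calcium signal; also added: ATP as calcium-mobilizing challenge; repeats: one well per compound; control set: ATP-challenged DMSO wells low, unchallenged DMSO wells high; compound: single nominal dose of 5.6 µM per compound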
CHRM1 agonist – agonists of human M1 muscarinic receptor. activation, % at 3 µM. CHO-K1 hM1, Fluo-8 calcium fluorescence, agonist mode; 0% DMSO, 100% acetylcholine EC100. 360,000 tested, 0.33% active. P11229;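 active means activation above the run's mean compound activation plus 3 SD, cut at about 16% in these data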;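 further: peak over basal fluorescence ratio within a 140 s kinetic read after compound addition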
CHRM1 PAM – human CHRM1 positive allosteric modulation; P11229; activation, % at 3 µM; CHO-K1 hM1, Fluo-8 calcium fluorescence, ACh EC20; 0% = ACh EC20, 100% = maximal ACh; 360,000 tested, 0.088% active; AID 588819; in the data active means activation above about 19%, passing the limit was not always enough
* marks the source's active call; other numbers are inactive results; x = no result given.

SMILES | M1 PAM parental | TAAR1 antagonist | CHO-K1 Ca ag | TAAR1 agonist | M1 antag | CHO-K1 Ca antag | CHO parental Ca | CHRM1 agonist | CHRM1 PAM
CN1CCN(/N=C/c2ccc(OCc3ccccc3)cc2)CC1 | 0 | -3 | 4.8 | 21 | 58* | -5 | -9 | -5 | -25
CC(C)CNc1c(N)c(=O)oc2ccccc12 | -15 | 0 | -0.2 | 4 | 22 | 5 | -19 | -5 | -11
CSCCC(NC(=O)c1ccccc1)C(=O)NCc1ccco1 (stereo unspecified) | 15 | -19 | 1.0 | -2 | -4 | -12 | -6 | -1 | -1
COc1ccccc1NC(=O)Cn1c(=O)oc2cc(S(=O)(=O)N3CCCC3)ccc21 | 17 | -2 | 0.9 | 2 | 0 | 0 | 5 | -1 | 3
CC(NC(=O)CN(c1ccc(Cl)cc1)S(C)(=O)=O)c1ccccc1 (stereo unspecified) | 16 | 21 | 0.9 | 1 | -10 | -1 | -4 | -2 | 7
CCN(CC)C(=O)C1=C(C)N(CCCN2CCCC2=O)C(=O)C(CC(=O)NC(c2ccccc2)c2ccccc2)C1 (stereo unspecified) | 9 | 1 | 0.4 | 0 | -9 | -1 | x | -3 | 1
CN1CCN(CCNC(=O)Nc2ccc(Cl)cc2)CC1 | 5 | -2 | 0.5 | 24 | 0 | 2 | -2 | -5 | 4
O=C1CC(c2ccc(S(=O)(=O)NCc3ccncc3)cc2)CN1 (stereo unspecified) | 10 | -25 | 0.5 | 3 | -5 | -8 | 0 | -2 | 6
COc1ccc(NC(=O)N(C)C[C@H]2Oc3c(NS(=O)(=O)c4ccc(F)cc4)cccc3C(=O)N([C@H](C)CO)C[C@@H]2C)cc1 | -3 | 3 | 0.2 | 2 | 6 | -10 | -5 | -6 | 2
CCOc1cc(NC(=O)c2ccco2)c(OCC)cc1NC(=O)CCC(=O)NCc1cccnc1 | 10 | x | 1.7 | x | -5 | -6 | -19 | -4 | 4
OC[C@@H]1CN(Cc2cccs2)C[C@H](n2cnc3c(N4CCCC4)ncnc32)O1 | -8 | 8 | 1.2 | 0 | -4 | 22 | x | 0 | 0
CCCCNC(=O)CN(C1CCCCC1)S(C)(=O)=O | 12 | -2 | 0.1 | 16 | 2 | -3 | 0 | -3 | 4

SMILES | M1 PAM parental | TAAR1 antagonist | CHO-K1 Ca ag | TAAR1 agonist | M1 antag | CHO-K1 Ca antag | CHO parental Ca | CHRM1 agonist | CHRM1 PAM
CN(c1ncc(C(F)(F)F)cc1Cl)N1C(=O)c2cccc(N)c2C1=O | 0 | 8 | 1.5 | 6 | -16 | -13 | -11 | -2 | -1
CC1CCC2(CC1)NC(=O)N(CC(=O)NCCc1ccc(F)cc1)C2=O (stereo unspecified) | 8 | -5 | 0.4 | 2 | 2 | 0 | -13 | -6 | 3
O=C(NCc1ccccc1)C1CCN(S(=O)(=O)c2cccc3cccnc23)CC1 | 25 | -9 | 2.3 | 2 | -11 | -6 | 1 | -3 | 3
CN(N=Nc1cccc([N+](=O)[O-])c1)c1cccc([N+](=O)[O-])c1 | 11 | -7 | 0.2 | -1 | -5 | -5 | -5 | -7 | 4
O=C1OCCC1Sc1ncnc2sccc12 (stereo unspecified) | 19 | -14 | 1.0 | 10 | -20 | -14 | -19 | -2 | 6
COc1ccc(/C=C/C(=O)c2ccc(C)c([N+](=O)[O-])c2)cc1O | 10 | -1 | 1.5 | 14 | 1 | 2 | -21 | 0 | 8
CC(NC(=O)Cn1c(NCCO)nc2ccccc21)c1ccccc1 (stereo unspecified) | 15 | -14 | 1.3 | 0 | -6 | -9 | -8 | -4 | 9
COc1ccc(C2(C(=O)O)CCCC2)cc1 | 12 | -9 | 0.1 | 2 | -11 | -6 | -10 | -5 | 6
O=C(O)C1C2C=CC(C2)C1C(=O)N1CCc2ccccc21 (stereo unspecified) | 0 | 4 | -0.3 | 3 | 7 | -8 | 0 | -2 | 0
Cc1nc(-c2ccc(F)cc2)c(CC(=O)N(C)CC(=O)Nc2c(C)cccc2C)s1 | -25 | -30 | 0.5 | 2 | -1 | 18 | x | -4 | 2
O=C(c1cccc2c1-c1ccccc1C2)N1CCCCC1 | -17 | -14 | -0.2 | 7 | -1 | -2 | -15 | -2 | 5
O=C(CCC1CCCN(C(=O)CCCc2ccccc2)C1)N1CCN(c2ccccn2)CC1 (stereo unspecified) | 6 | 18 | 10 | 9 | -6 | -9 | -10 | -1 | -2

One compound at a time, from the list above.
COc1ccc(/C=C/C(=O)c2ccc(C)c([N+](=O)[O-])c2)cc1O is listed with M1 PAM parental: 10; TAAR1 antagonist: -1; CHO-K1 Ca ag: 1.5; TAAR1 agonist: 14; M1 antag: 1; CHO-K1 Ca antag: 2; CHO parental Ca: -21; CHRM1 agonist: 0; CHRM1 PAM: 8
CN(c1ncc(C(F)(F)F)cc1Cl)N1C(=O)c2cccc(N)c2C1=O is listed with M1 PAM parental: 0; TAAR1 antagonist: 8; CHO-K1 Ca ag: 1.5; TAAR1 agonist: 6; M1 antag: -16; CHO-K1 Ca antag: -13; CHO parental Ca: -11; CHRM1 agonist: -2; CHRM1 PAM: -1
CC1CCC2(CC1)NC(=O)N(CC(=O)NCCc1ccc(F)cc1)C2=O (stereo unspecified) is listed with M1 PAM parental: 8; TAAR1 antagonist: -5; CHO-K1 Ca ag: 0.4; TAAR1 agonist: 2; M1 antag: 2; CHO-K1 Ca antag: 0; CHO parental Ca: -13; CHRM1 agonist: -6; CHRM1 PAM: 3

The list continues.
SMILES | M1 PAM parental | TAAR1 antagonist | CHO-K1 Ca ag | TAAR1 agonist | M1 antag | CHO-K1 Ca antag | CHO parental Ca | CHRM1 agonist | CHRM1 PAM
O=C(CNC(=O)C1COc2ccccc2O1)N/N=C/c1ccc([N+](=O)[O-])cc1 (stereo unspecified) | 15 | 15 | 4.7 | 4 | -13 | -20 | 0 | -3 | 6
CCCc1nnc(NC(=O)CCC(=O)O)s1 | 6 | 11 | -0.4 | 0 | -11 | 13 | -4 | 0 | 9
O=C(c1cncc(Br)c1)N1CCN(S(=O)(=O)c2ccccc2)CC1 | -14 | -13 | 0.8 | -1 | -1 | -9 | -9 | -7 | -1
CCCCCCOc1ccc(C(CC(=O)O)C(N)=O)cc1 (stereo unspecified) | 19 | -19 | 0.8 | -1 | -5 | -12 | 7 | -3 | 9
CCOC(=O)C1C(C)=C(Nc2ccc(OC)cc2)C(=O)N1c1ccc(OC)cc1 (stereo unspecified) | 10 | 9 | -0.3 | 3 | -7 | -6 | -13 | -6 | 7
O=C(Cc1ccccc1)NCC(=O)N1CCN(c2ccc(F)cc2)CC1 | 6 | -18 | 0.7 | 0 | 3 | -20 | x | -2 | -4
C=CCn1c(N)cc(=O)nc1SCC(=O)Nc1ccc(C(=O)OCC)cc1 | -2 | -1 | -0.2 | -3 | -11 | -4 | -12 | -1 | 19
CCOC(=O)/C=C/C(=O)Nc1ccccc1C(=O)NC1CCCCC1 | 2 | -18 | 0.0 | 4 | 8 | 6 | -19 | -5 | -5
O=c1oc2ccc(C#CC3(O)CCCCC3)cc2cc1-n1cc(-c2ccsc2)nn1 | -4 | 47 | 0.3 | 12 | -4 | -17 | -25 | -3 | 1
O=C(CCn1nc(-c2ccccc2)ccc1=O)N1CCOCC1 | 16 | 3 | 0.9 | 2 | -18 | -8 | -7 | -5 | 13
Cc1ccc(C(=O)NCCNC(=O)c2ccco2)cc1C | -1 | 9 | 0.3 | -4 | -1 | -12 | 3 | -4 | -3
CCc1cc2cccc(C)c2nc1SCC(=O)c1ccc(NC(C)=O)cc1 | 22 | -12 | 0.0 | 11 | -5 | -6 | -14 | -4 | 4

SMILES | M1 PAM parental | TAAR1 antagonist | CHO-K1 Ca ag | TAAR1 agonist | M1 antag | CHO-K1 Ca antag | CHO parental Ca | CHRM1 agonist | CHRM1 PAM
Cc1cc2ccccn2c1C(=O)c1cccc(S(=O)(=O)N2CCOCC2)c1 | -11 | 10 | 10 | 10 | -6 | 4 | -13 | 0 | -4
COc1ccc2[nH]c(=O)c(CN(C(=O)c3cccnc3)c3ccccc3)cc2c1 | 9 | 1 | 0.4 | 19 | -14 | -9 | -27 | -2 | 9
CCn1c(SCC(=O)Nc2ccccc2N2CCOCC2)nnc1-c1ccccc1 | 1 | -2 | 0.8 | 3 | -17 | -5 | -12 | -3 | 9
Cc1ccc(C(C#N)c2ccc(C(=O)c3ccc(F)cc3)cc2)cc1 (stereo unspecified) | 1 | 41 | 1.5 | 8 | 11 | 1 | 29 | 0 | -4
S=C(c1ccc2c(c1)OCO2)N1CCCCCC1 | 0 | 14 | 0.1 | 5 | 10 | -5 | 8 | -5 | -6
Cc1cc(C(=O)N2CCCC(N3CCN(c4cccc(Cl)c4)CC3)C2)nc(C)n1 (stereo unspecified) | -24 | 2 | 0.2 | 0 | 13 | 2 | -9 | -2 | -3
Cc1c(C(=O)C(=O)N2CCN(C)CC2)c2ccccc2n1C | 25 | -8 | 1.3 | 0 | -2 | -20 | 18 | -5 | 8
C=CCn1c(SCC(=O)NCCOC)nnc1-c1cc2c(s1)CCC(CC)C2 (stereo unspecified) | 4 | -18 | -0.7 | 8 | -1 | -3 | -28 | -10 | 7
Cc1c(NC(=O)c2ccccc2)cccc1[N+](=O)[O-] | -5 | -10 | 0.3 | 4 | -2 | -1 | -1 | -3 | 4
Cc1ccc(C)c(S(=O)(=O)N2CCCC2CNC(=O)c2ccc([N+](=O)[O-])cc2)c1 (stereo unspecified) | 3 | -21 | 1.1 | 1 | -26 | 1 | -2 | -3 | 12
O=C(CCC1CCN(C(=O)c2ccco2)CC1)NCc1ccc(F)cc1 | 14 | -4 | 0.4 | 0 | -2 | -11 | -10 | -6 | 3
O=C(COC(=O)CCc1c[nH]c2ccccc12)NC(c1ccccc1)c1ccccc1 | 18 | 14 | 0.6 | 1 | 10 | 3 | -3 | -6 | 8

SMILES | M1 PAM parental | TAAR1 antagonist | CHO-K1 Ca ag | TAAR1 agonist | M1 antag | CHO-K1 Ca antag | CHO parental Ca | CHRM1 agonist | CHRM1 PAM
O=C(Nc1ccncc1)c1cccc(S(=O)(=O)N2CCOCC2)c1 | -7 | -4 | 0.2 | 2 | 3 | 13 | -13 | -3 | -1
COc1cc2ccccc2cc1C(=O)N(CCN(C)C)c1nc2c(OC)ccc(OC)c2s1 | 4 | 20 | 3.1 | 13 | 8 | -5 | -7 | -12 | -16
Cc1cccc(CN2CCN(CC(=O)N3CCCC3)C2=O)c1 | 14 | -11 | 0.9 | 3 | -9 | -4 | 6 | -2 | 7
CS(=O)(=O)c1ccc2nc(NC(=O)c3ccccc3Cl)sc2c1 | 19 | -30 | 0.3 | 3 | -27 | -8 | x | -1 | 12
COc1ccc(/C=N/NC(=O)CSCC(=O)Nc2ccccc2)cc1 | 9 | -5 | 1.2 | 2 | 0 | -3 | -10 | -5 | -1
CC(C)CN1C(Nc2ccccc2)=NC[C@@H]1C | -8 | -8 | 0.1 | 5 | 12 | -6 | -9 | -8 | -4
O=C(O)CCS(=O)(=O)Cc1ccccc1Cl | 16 | -24 | 1.6 | 10 | -14 | -16 | -6 | -5 | 11
